AT treatment = candidate therapy for ataxia-telangiectasia | […] A-T fibroblasts, KAP-1 phosphorylation AlphaLISA; neocarzinostatin DNA damage 30 min before lysis | Potency, µM (titrated, usually from 57.5 µM), for inactives: top-dose activation, usual class: activators | hit rate 0.19% among 320,000 | AID 485349; further: potency means the concentration at half of the fitted maximal effect; % of control where 0% means no effect; nearly all actives have a fitted effect of over 45% in size
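ATM-like activity read as KAP-1 phosphorylation via AlphaLISA donor/acceptor antibody pairs after lysis and 6 hr at 25C. Cells were ATM-null patient fibroblasts ([…], hTERT), dosed 60 min, then exposed to the DSB inducer NCS for 30 min.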
MLL CXXC-DNA inh = inhibitors of human MLL CXXC domain-DNA interaction; hit rate 0.037% among 290,000; MLL-CXXC / FITC-HOXA9 DNA fluorescence polarization; AID 2662; Potency, µM (titrated, usually from 115 µM), without a hit: at the top dose activity change, negative = inhibition, actives largely listed as inhibitors; active means well fitted inhibition curve with a large enough effect in the polarisation, with a control signal flat, not every such curve was filed as active; inconclusive means small, poorly fitted or top-dose-only effect, or effect the other way, or a change in a side signal; inactive means no such curve, though single readings can be large or run the other way; the % refers to the polarisation; further: potency means the concentration at half of the fitted maximal effect
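Fluorescence polarization: 7 uM MLL-CXXC (stock) preincubated 5 min with compounds, then 50 nM fluorescein-HOX-A9 DNA (stock) added; 30 min ambient. Buffer 50 mM Tris-HCl pH 7.5, 50 mM NaCl, 1 mM DTT, 0.05% BSA.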
GALK inh = galactokinase (human) inhibition; P51570; AID 1868; Potency, µM (highest dose often 57.5 µM), for the others: at the highest dose activity change, negative = inhibition, actives largely listed as inhibitors; Purified GALK, Kinase-Glo residual ATP luminescence; hit rate 0.007% among 270,000; further: potency means the concentration at half of the fitted maximal effect; on the % scale 0 is the no-effect control and ±100 the full control effect
Target sequence (P51570 whole entry, looked up): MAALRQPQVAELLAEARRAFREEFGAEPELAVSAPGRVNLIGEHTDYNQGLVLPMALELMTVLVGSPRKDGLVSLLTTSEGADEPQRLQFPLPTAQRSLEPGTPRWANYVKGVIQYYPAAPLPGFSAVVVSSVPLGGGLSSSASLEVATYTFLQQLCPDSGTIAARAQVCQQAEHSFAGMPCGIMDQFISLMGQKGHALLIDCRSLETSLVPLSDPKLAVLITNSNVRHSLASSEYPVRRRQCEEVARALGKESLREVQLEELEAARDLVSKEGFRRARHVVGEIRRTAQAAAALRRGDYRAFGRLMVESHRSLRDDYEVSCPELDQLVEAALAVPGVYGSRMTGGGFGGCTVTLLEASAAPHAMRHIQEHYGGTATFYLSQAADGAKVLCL
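Human GALK (5 nM) with 35 uM ATP and 100 uM galactose in 20 mM HEPES pH 8.0, 5 mM MgCl2, 60 mM NaCl, 1 mM DTT, 0.01% BSA. After 1 h at room temperature, leftover ATP was read by Kinase-Glo Plus luminescence.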
TCR activator = T cell receptor activation; primary human leukocytes, anti-CD3, IL-2 HTRF, 48 h; Potency, µM (top dose mostly 9.22 µM), for the others: at the highest dose activation of IL-2 secretion, most hits filed as activators; 330,000 tested, under 10 active; further: % of control where 0% means no effect
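1) Mix primary human leukocytes, a-CD3 beads and compound. 2) Incubate 48 hr. 3) Add HTRF IL-2 reagents (a-IL-2-K, a-IL-2-d2).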
KCNH2 WT inh = blocks the wildtype human KCNH2 potassium channel. Q12809. U2OS, BacMam KCNH2, thallium flux FluxOr; hits give low values. activity change, % at 1.84 µM. hit rate 0.37% among 340,000. AID 720551;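 active means maximum activity change below -70%; inconclusive means maximum activity change between -70% and -50%; inactive means maximum activity change above -50%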; further: on the % scale 0 is the no-effect control and ±100 the full control effect
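U2OS cells transduced with wild-type KCNH2 virus are loaded with FluxOr dye for 45 min, and thallium flux is measured in kinetic reads before and after stimulation buffer. Rate constants are normalized to DMSO controls.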
Tb PFK inh = blocks T. brucei phosphofructokinase | T. brucei PFK, ADP-Glo luminescence | AID 485367 | Potency, µM (top dose mostly 57.5 µM), inactives show top-dose activity, negative = inhibition, hits mostly inhibitors | hit rate 0.17% among 330,000;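 further: potency means the concentration at half of the fitted maximal effect; 0% = uninhibited 1x PFK enzyme wells and -100% = no-enzyme wells; nearly all actives have a fitted effect of over 60% in size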
Target sequence (O15648 whole entry, looked up): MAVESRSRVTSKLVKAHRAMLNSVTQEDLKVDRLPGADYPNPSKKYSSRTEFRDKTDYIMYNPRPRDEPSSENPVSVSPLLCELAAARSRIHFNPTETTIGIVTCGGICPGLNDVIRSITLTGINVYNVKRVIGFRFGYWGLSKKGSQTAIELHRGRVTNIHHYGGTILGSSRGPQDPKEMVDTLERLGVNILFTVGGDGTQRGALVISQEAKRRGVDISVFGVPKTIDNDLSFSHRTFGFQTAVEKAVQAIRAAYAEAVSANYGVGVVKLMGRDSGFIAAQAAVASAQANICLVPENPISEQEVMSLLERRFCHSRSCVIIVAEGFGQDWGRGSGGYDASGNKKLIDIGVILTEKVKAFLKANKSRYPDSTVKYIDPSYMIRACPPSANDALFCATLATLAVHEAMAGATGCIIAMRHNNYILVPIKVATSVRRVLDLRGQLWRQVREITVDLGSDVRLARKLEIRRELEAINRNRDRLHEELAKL
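Compounds were pin-transferred as a titration series up to 57 uM into substrate buffer (0.5 mM F6P, 0.1 mM ATP, pH 8.0), then 1.25 nM PFK was added and reactions ran 45 min before ADP-Glo detection.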
TSHR antag = antagonists of human thyroid stimulating hormone receptor. P16473. hit rate 0.2% among 330,000. activity change, negative = inhibition, % at 11.5 µM. AID 504810. TSHR-expressing cells, TSH-stimulated cAMP HTRF, 2 h; hits give low values;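 active means activity change below a set negative limit, meaning inhibition stronger than a set level, cut at about -70% in these data; inconclusive means activity change between two set negative limits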; further: on the % scale 0 is the no-effect control and ±100 the full control effect
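TSHR-expressing cells, 200/well, pre-treated with compound, then stimulated with EC80 TSH (4nM final) for 2 hours at 37 deg C. cAMP measured by competitive HTRF: anti-cAMP cryptate antibody in lysis buffer plus cAMP-d2, read after 30 minutes at room temperature.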
Coupling enz = coupling enzyme interference in Giardia aldolase counter-screen; coupling enzyme system counterscreen, AmpLite Red fluorescence; activity change, negative = inhibition, % at 58.2 µM, hits read low; hit rate 0.67% among 290,000; AID 2472; in the data active means activity change below about -30%; further: on the % scale 0 is the no-effect control and ±100 the full control effect
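Fluorescence at 525 nm excitation and 598 nm emission measured inhibition of the coupled detection system without aldolase. Compounds (at 57.5 uM final) were preincubated 10 min at room temperature with coupling enzyme reagent before a 20 min substrate/AmpLite Red step.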
Chronic BCR inh = inhibitors of chronic active B-cell receptor signaling. ABC-DLBCL IkBa-CBG/CBR reporter, luminescence ratio, 4 h. Potency, µM (highest dose often 46.1 µM), without a hit: at the top dose ratio change, negative = lower green/red ratio, actives largely listed as inhibitors. hit rate 0.05% among 340,000. AID 493014; active means well fitted inhibition curve with a large enough effect in the signal ratio, with a control signal flat, not every such curve was filed as active; inconclusive means small, poorly fitted or top-dose-only effect, or effect the other way, or a change in a side signal; the % refers to the signal ratio;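 further: potency means the concentration at half of the fitted maximal effect; plate controls were basal doxycycline-induced cells for no effect and cells given 10 µM MG132 for full effect; MG132 reads +100%, hits lower the ratio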
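Doxycycline induced both beetle luciferases in TMD8 lymphoma cells; IKK-driven degradation limits the IkappaBalpha-fused green signal, while red luminescence normalises for cell number and nonspecific effects. Compounds tested up to 46 uM, 4 hrs.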
Giardia kill = kills Giardia lamblia; Giardia lamblia trophozoite viability; activity change, % at 7.66 µM, hits read low; hit rate 0.15% among 340,000; AID 540267; in the data active means activity change below about -80%; inconclusive means between about -30% and that limit;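 further: parasites exposed to compound for two days anaerobically before the ATP read; on the % scale 0 is the no-effect control and ±100 the full control effect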
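Media and compound were dispensed first, then trophozoites at 100 cells/well; plates sat 48 hrs at 37 deg C without oxygen before ATP luminescence reagent was added and read after 15-30 min at room temperature.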
An asterisk follows results filed as active; ? = inconclusive; . = no result given; [ ] = dose if it differs, or a comment. Unless noted, the call rests on the fitted dose curve; in most records, active means well fitted curve in the direction sought with a large enough effect; inconclusive means small, poorly fitted or top-dose-only effect, or another doubt; inactive means no such curve, though single readings can be large; an effect the other way counts as inactive or inconclusive.

Every second line gives: AT treatment	MLL CXXC-DNA inh	GALK inh	TCR activator	KCNH2 WT inh	Tb PFK inh	TSHR antag	Coupling enz	Chronic BCR inh	Giardia kill
#1 COc1ccc2cc(C(=O)C3CCCN(C(=O)c4cnccn4)C3)ccc2c1 (stereo not given)
  2%	4%	4%	-5%	14	-10%	-3	-4	?	-2
#2 Cc1cc(C)n(CC(C)NC(=O)c2cc(COc3c(F)cccc3F)on2)n1 (stereo not given)
  7%	-1%	1%	7%	3	0%	-6	1	16%	18
#3 O=C(CSc1ncn(-c2ccccc2)n1)Nc1nc2c(s1)CCCC2
  -1%	-4%	-3%	.	-4	-28%	-4	1	?	3
#4 Nc1nc(NCc2ccccc2)nc(-c2ccccc2)n1
  -1%	7%	3%	-6%	-7	-11%	-4	1	?	4
#5 O=C(CCC(=O)c1cccs1)OCC(=O)c1ccc(Cl)s1
  3%	7%	5%	0%	-4	-4%	-4	3	2%	2
#6 CN1N=C(C(C)(C)C)CSC1=Nc1ccc(F)cc1
  7%	-6%	2%	-1%	1	0%	-3	1	10%	0
#7 C/C(=N\Nc1nc(Cl)c(Cl)cc1Cl)c1ccc(S(=O)(=O)NCc2ccco2)cc1
  0%	-1%	0%	-2%[46.1 µM]	-1	1%	5	1	?	5
#8 CCOc1ccc(C(=O)Nc2ccccc2N2CCOCC2)cc1
  -8%	11%	-3%	-10%	10	1%	6	.	?	8
#9 CCN(CC)CCN(C(=O)c1ccc(C(=O)c2ccccc2)cc1)c1nc2c(OC)cccc2s1
  -1%	18%	-3%	3%	-5	0%	-6	5	6%	-26
#10 O=C(Nc1cccc2ccccc12)c1ccccc1NS(=O)(=O)c1cccc2cccnc12
  -6%	-22%	1%	5%[46.1 µM]	2	-4%	-11	5	3%	5
#11 CCc1ccccc1NC(=O)c1cc(C2CC2)on1
  20%	-1%	2%	-1%	0	4%	-13	0	-14%	10
#12 O=C(Oc1ccccc1N1CCOCC1)c1ccccc1
  -9%	-5%	4%	-6%	-5	-2%	5	-1	4%	-19
#13 CCCc1cc(-n2cnc3ccccc32)n2c(nc3ccccc32)c1C#N
  5%	0%	1%	-2%	-3	-2%	-8	1	?	-1
#14 Cc1ccc(NC(=O)C2CCCN(S(=O)(=O)c3c(C)noc3C)C2)nc1 (stereo not given)
  -4%	13%	0%	-3%	-18	1%	-1	0	5%	0
#15 C=CCN1C(=O)c2ccc(C(=O)OCC(=O)N(CC)C3CCS(=O)(=O)C3)cc2C1=O (stereo not given)
  17%	.	.	5%	1	0%	3	.	?	44[activator]
#16 COc1ccc(OC(=O)c2cc3cc(Cl)ccc3oc2=O)cc1
  29%	2%	6%	-10%	-5	3%	6	0	0%	8
#17 S=c1[nH]nc(-c2ccn[nH]2)n1-c1ccccc1Cl
  -2%	10%	-3%	-10%	-1	5%	1	2	6%	17
#18 Cc1ccc(C(=O)NNC(=S)Nc2cccc3ccccc23)s1
  -5%	2%	-1%	-1%	-1	-2%	-4	1	?	-22
#19 Cc1ccc(S(=O)(=O)N(C)C)cc1NC(=O)CCc1c[nH]c2ccccc12
  28%	3%	-2%	-5%	-2	-7%	-3	0	8%	-5
#20 O=C1N(Cc2cccnc2)C[C@@H]2C[C@@H](c3ccc4nsnc4c3)N3CCC[C@@]123
  -9%	-13%	2%	2%	-1	-3%	-1	0	5%	-20
#21 O=C(O)Cc1ccc(NS(=O)(=O)c2c(Cl)cccc2Cl)cc1
  10%	-4%	-2%	2%	12	2%	-9	6	0%	7
#22 CC1CCCC(C)N1/N=C/c1cccc([N+](=O)[O-])c1 (stereo not given)
  8%	2%	-1%	-4%	1	1%	2	0	3%	-8
#23 CCSc1cc(C)nc2c(-c3ccccc3)c(C)nn12
  -4%	7%	1%	-1%	-8	-3%	-10	2	?	-8
#24 Cn1c2ccccc2c(=O)c2ccc(C#Cc3ccc(N)cc3)cc21
  20%	39%[activator]	.	-40%	-3	6%	-10	-1	-2%	14
#25 O=C(CCc1nnc(-c2ccsc2)o1)NCc1ccccc1OC(F)(F)F
  0%	6%	8%	-5%	-13	0%	-10	1	0%	-5
#26 Cc1ccc(NC(=O)NC2CCCCCCC2)cc1
  -7%	21%	-2%	7%	-3	0%	11	.	7%	-26
#27 CCOc1ccc(/C(O)=C2/C(=O)C(=O)N(CCOCCO)C2c2cccnc2)cc1 (stereo not given)
  1%	3%	0%	-4%	4	-1%	2	13	0%	4
#28 CCn1c(=N)c(S(=O)(=O)c2ccc(C)cc2)cc2c(=O)n3ccccc3nc21
  2%	-27%	-2%	.	.	3%	-13	0	?	.
#29 CCCCNc1c(-c2ccc(-c3ccc(C(C)=O)cc3)c(OC)c2)nc2cnccn12
  36%	.	.	-2%	2	5%	-12	.	?	22
#30 CCOc1ccc(NS(=O)(=O)c2ccc(C(=O)NCc3cccnc3)cc2)cc1
  9%	.	.	-6%	-3	-1%	-6	.	-1%	-4
#31 Cc1cc(NC(=O)c2cc(C(C)C)on2)no1
  -4%	1%	-3%	6%	1	-1%	-4	4	?	22
#32 Cc1ccc(-n2nc(C)c(NC(=O)CCl)c2C)cc1
  -2%	-12%	0%	0%[46.1 µM]	-4	13%	-8	0	?	-10
#33 COc1ccc(CNC(=O)c2ccc(CS(=O)c3ccccc3)o2)cc1 (stereo not given)
  1%	53%[activator]	-7%	-5%	8	11%	8	.	3%	-3
#34 Cc1nn2c(N)c(-c3ccccc3)cnc2c1-c1ccccc1
  4%	1%	-2%	-5%	-9	-5%	-17	1	?	20
#35 Cc1ccc(S(=O)(=O)N2CCN(Cc3ccsc3)CC2)cc1
  1%	-2%	1%	-4%	6	0%	-10	-3	2%	-5
#36 O=C(CCN1C(=O)c2cccc3cccc(c23)C1=O)Nc1ccon1
  0%	2%	1%	7%	-6	-3%	-5	3	8%	3
#37 CCNCc1nc2cc(Cl)ccc2c(=O)[nH]1
  -1%	2%	-2%	-8%	8	2%	2	0	-21%	65[activator]
#38 O=C(NCCO)c1ccc(-c2nnc(Nc3ccc(O)cc3)c3ccccc23)cc1
  0%	20%	2%	4%	-6	8%	0	2	6%	-7
#39 CCCC[n+]1c(C)sc2ccc(C)cc21
  3%	-7%	-2%	8%	1	-4%	4	1	5%	3
#40 COc1ccc(COC(=O)CN2C(=O)NC3(CC(C)CC(C)(C)C3)C2=O)cc1F (stereo not given)
  9%	.	.	2%	-10	9%	12	.	-5%	-3
#41 O=C(C[n+]1ccccc1)N/N=C/c1cc(Br)ccc1F
  5%	.	.	5%	-2	-8%	2	.	-1%	-21
#42 CCOc1ccc(NS(=O)(=O)c2cc(C(=O)NCC3CCCO3)ccc2Cl)cc1 (stereo not given)
  -2%	.	.	-10%	3	-1%	-13	.	4%	12
#43 Cc1cc(C)c(S(=O)(=O)N2CCN(C(=O)c3cc(=O)[nH]c4ccccc34)CC2)c(C)c1
  -1%	.	.	-7%	-8	0%	3	.	-3%	35[activator]
#44 COc1ccc(-c2csc3ncn(CC(=O)N4CCOCC4)c(=O)c23)cc1
  5%	-11%	9%	-9%	5	0%	3	0	?	12
#45 CCOC(=O)C1CCN(C(=O)COc2cc(C)c(Br)cc2C)CC1
  -3%	-11%	1%	4%	-6	3%	-10	-1	?	0
#46 COc1cccc(N=C2SC(C(=O)Nc3ccc(F)cc3)CC(=O)N2C)c1 (stereo not given)
  4%	-5%	-4%	6%	5	-1%	-1	0	-4%	-9
#47 CCOc1ccc(S(=O)(=O)NCCC(=O)OCC(=O)c2ccc(NC(C)=O)cc2)cc1
  -1%	.	.	6%	-6	7%	-5	.	3%	-18
#48 Cc1ccc(S(=O)(=O)NCCC(=O)Nc2ncccc2O)cc1C
  -1%	.	.	-2%	-9	-8%	6	.	0%	-6
#49 CCOC(=O)C1=C(COc2ccccc2)NC(=O)NC1c1ccc(Cl)cc1 (stereo not given)
  0%	9%	.	1%	3	-1%	3	0	10%	-1
#50 CCOc1cc(NC(=O)C2CCCO2)c(OCC)cc1NC(=O)C1CC1 (stereo not given)
  8%	-3%	1%	4%	-2	-5%	-4	-2	-9%	-16
#51 O=C(O)c1ccc(CNC(=O)c2ccc3c(c2)OCCO3)cc1
  -4%	3%	-2%	3%	6	3%	0	1	?	1
#52 COC(=O)C1=C(C)NC(=O)NC1c1ccc(-c2ccc(F)cc2)o1 (stereo not given)
  0%	14%	9%	1%	-2	-2%	-1	1	-3%	8
#53 COCCCn1c(SCC(=O)Nc2ccc(NC(=O)c3ccco3)c(OC)c2)nc2ccccc2c1=O
  .	5%	-3%	-11%[46.1 µM]	-13	4%	-11	1	-1%	8

Screens: PubChem, National Center for Advancing Translational Sciences (NCATS)
